aSyn rescue: qHTS of alpha-syn Inhibitors. Yeast expressing alpha-synuclein, growth rescue, BacTiter-Glo, 24 h. AID 652106, 2013. hit rate 0.14% among 370,000. Potency, µM (highest dose often 46.1 µM), inactives show at the highest dose growth rescue (activation), hits mostly activators; note: potency is the fitted concentration of half-maximal effect; % of control where 0% means no effect; nearly all actives have a fitted effect of over 65% in size
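Readout is rescue of growth in alpha-synuclein-expressing yeast, so inhibitors of toxicity appear as activators. Growth after 24 hr at 30 deg C in galactose medium is quantified by luminescence.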
PTHR1 ag: qHTS for PTHR1 Agonists: Primary Screen. Parathyroid hormone/parathyroid hormone-related peptide receptor (Homo sapiens), Q03431. hit rate 0.075% among 410,000. HEK293 GP2 PTHR1 cells, GloSensor cAMP luminescence, 1 h. Potency, µM (doses to about 115 µM), for the others: at the highest dose activation, actives largely listed as activators. AID 743266, 2014; note: potency is the fitted concentration of half-maximal effect; nearly all actives have a fitted effect of over 55% in size; some results filed as inactive show a strong effect at the top dose; inactives centre near -15; many of its hits are not listed in these tables
Target sequence (Q03431 whole entry, looked up): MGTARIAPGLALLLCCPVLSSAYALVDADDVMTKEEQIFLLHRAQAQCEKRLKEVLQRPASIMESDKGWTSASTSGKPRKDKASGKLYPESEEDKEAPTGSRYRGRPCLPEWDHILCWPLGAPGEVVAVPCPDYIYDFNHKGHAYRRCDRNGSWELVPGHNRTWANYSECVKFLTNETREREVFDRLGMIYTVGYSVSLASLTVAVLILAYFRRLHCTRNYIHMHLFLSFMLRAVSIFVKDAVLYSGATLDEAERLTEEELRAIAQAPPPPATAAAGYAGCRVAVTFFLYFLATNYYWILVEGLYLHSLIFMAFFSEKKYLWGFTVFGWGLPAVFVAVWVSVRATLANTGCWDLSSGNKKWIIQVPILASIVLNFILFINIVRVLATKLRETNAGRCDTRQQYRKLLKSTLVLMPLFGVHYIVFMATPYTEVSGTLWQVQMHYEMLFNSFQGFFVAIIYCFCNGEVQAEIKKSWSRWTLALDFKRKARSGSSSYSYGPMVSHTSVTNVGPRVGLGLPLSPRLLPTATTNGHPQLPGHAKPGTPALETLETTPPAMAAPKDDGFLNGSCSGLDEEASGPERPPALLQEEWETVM
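HEK-293-derived GP2 cells expressing PTHR1 and a GloSensor cAMP reporter, 3,000/well, plated overnight, given luciferin plus IBMX (each 0.5 mM as added) for 1 h at 37 °C, then compound for 1 h at 37 °C. Luminescence was read after 15 min at room temperature.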
GLP1R ag: qHTS of GLP-1 Receptor Agonists; Glucagon-like peptide 1 receptor (Homo sapiens), P43220; HEK293 GLP-1R CRE-luciferase, luminescence, 4-6 h; cells express a hypersensitive GLP-1R form; Potency, µM (doses to about 45.6 µM), without a hit: at the highest dose activation, actives largely listed as activators; hit rate 0.007% among 380,000; AID 624172, 2012; note: potency is the fitted concentration of half-maximal effect; % of control where 0% means no effect
D3 antag: qHTS of D3 Dopamine Receptor Antagonist: qHTS; D3R cells, DiscoveRx beta-arrestin luminescence, antagonist mode; active compounds read low; D(3) dopamine receptor (Homo sapiens), P35462; hit rate 2.5% among 360,000; max response, negative = inhibition, %; in the data active = max response below about -50%; inconclusive = no clear call, values can overlap the other calls; note: % is set by controls: 0 for no effect and ±100 for the full control effect; mostly tested at two doses, the higher about 12 µM
Target sequence (P35462 whole entry, looked up): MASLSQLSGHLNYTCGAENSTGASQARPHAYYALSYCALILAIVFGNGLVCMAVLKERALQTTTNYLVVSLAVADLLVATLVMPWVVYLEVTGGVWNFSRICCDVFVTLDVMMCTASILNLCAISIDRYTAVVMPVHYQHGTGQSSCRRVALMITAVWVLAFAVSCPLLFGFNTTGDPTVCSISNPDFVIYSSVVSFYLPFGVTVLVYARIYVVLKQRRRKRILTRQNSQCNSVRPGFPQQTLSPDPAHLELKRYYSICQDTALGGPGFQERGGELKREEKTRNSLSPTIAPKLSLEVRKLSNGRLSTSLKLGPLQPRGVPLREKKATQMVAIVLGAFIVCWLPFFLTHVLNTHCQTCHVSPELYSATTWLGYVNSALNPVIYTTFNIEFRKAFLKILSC
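Cells plated overnight at 1500 cells/well, then exposed to library compounds with dopamine controls for 90 minutes at 37 degrees C. DiscoveRx reagent added for 30–60 minutes at room temperature; luminescence read, quantitative HTS format.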
pAkt inh: HTS Assay for Inhibitors of Akt Phophorylation: Primary Screen; hit rate 0.32% among 360,000; Neuro2A IGF-stimulated pAkt S473 HTRF, 20 min; active compounds read low; activity change, % for hits at 50 µM; in the data active = activity change below about -80%; inconclusive = mostly about -51% to -80%; note: % is set by controls: 0 for no effect and ±100 for the full control effect
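Neuro2A cells in DMEM with 0.5% FBS, overnight at 37 deg C, given compound at single 50 µM final, then IGF (6 nM final) for 20 min at 37 deg C. Lysed; phospho-Akt Ser473 by HTRF after 24 h, 665/615 ratio.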
FUS yeast rescue: qHTS for Suppressors of FUS Proteinopathy: Primary screen using FUS-linked yeast assay. S. cerevisiae FUS-expressing, growth rescue, OD600, 24 h. Potency, µM (series often up to 76.6 µM), for the others: at the highest dose growth rescue (activation), usual class: activators. hit rate 0.24% among 390,000. AID 1347120, 2019;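 note: potency is the fitted concentration of half-maximal effect; plate controls were DMSO vehicle for no effect and reference control for full effect; nearly all actives have a fitted effect of over 55% in size; some results filed as inactive show a strong effect at the top dose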
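FUS-expressing yeast, raffinose-pregrown, induced in 2% galactose minimal medium at OD 0.005; compounds in a dilution series, 24hr at 30C. Growth restoration read as absorbance at 600 nm. CP55940 positive control, DMSO negative.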
Abeta rescue: qHTS for compounds that reverse cellular toxicity of Amyloid beta (A-beta) peptide in yeast: Primary Screen; yeast expressing A-beta42, growth rescue, OD600, 48 h; response scale: 0% DMSO, 100% iron-clioquinol control; Potency, µM (titrated, usually from 46.1 µM), for inactives: at the top dose growth rescue, actives largely listed as activators; hit rate 0.063% among 410,000; note: potency is the fitted concentration of half-maximal effect; nearly all actives have a fitted effect of over 55% in size
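Growth rescue measured by 600 nm absorbance after 48 h yeast culture at 30 C with compound. Values normalized between DMSO and an equimolar ferric chloride plus clioquinol control.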
GLP1R inv ag: qHTS of GLP-1 Receptor Inverse Agonists (Inhibition Mode). Glucagon-like peptide 1 receptor (Homo sapiens), P43220. HEK293 GLP-1R CRE-luciferase, luminescence, 24 h; GLP-1R form is constitutively active. Potency, µM (highest dose often 38.3 µM), inactives show at the highest dose activity change, negative = inhibition, hits mostly inhibitors. hit rate 1.6% among 410,000; note: potency is the fitted concentration of half-maximal effect; % is set by controls: 0 for no effect and ±100 for the full control effect; nearly all actives have a fitted effect of over 55% in size
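Stable HEK293 clone (constitutively active GLP-1R + cAMP-response luciferase); 200 cells/uL plated, 12 h pre-culture, compound 24 hr, 37 deg C/5% CO2; detection reagent 12 min RT; luminescence.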
TDP43 rescue: qHTS of TDP-43 Inhibitors; TDP-43 expressing yeast growth rescue, BacTiter-Glo, 24 h; hit rate 1.8% among 410,000; AID 652104, 2013; Potency, µM (highest dose often 46.1 µM), for the others: at the highest dose growth rescue (activation), usual class: activators; note: potency is the fitted concentration of half-maximal effect; % of control where 0% means no effect; nearly all actives have a fitted effect of over 50% in size
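Galactose-induced TDP-43 yeast, OD600=0.02, compound pinned; 24 hr, 30 deg C; BacTiter-Glo luminescence for growth. Inhibitors of TDP-43 toxicity read as activators.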
* marks the source's active call; other numbers are inactive results; i = inactive; ? = inconclusive; nt = no result given; [ ] = remark or other dose. Unless noted, calls come from the whole dose curve; as a rule, active = well fitted curve in the direction sought with a large enough effect; inconclusive = small, poorly fitted or top-dose-only effect, or another doubt; inactive = no such curve, though single readings can be large; an effect the other way counts as inactive or inconclusive. The list is partial; count on the stated rates, not on these rows.

SMILES	aSyn rescue	PTHR1 ag	GLP1R ag	D3 antag	pAkt inh	FUS yeast rescue	Abeta rescue	GLP1R inv ag	TDP43 rescue
COc1ccc2c(C)nc(Nc3nc(-c4ccccc4)cc(=O)[nH]3)nc2c1	-10%	i	-1%	12	i	-4%	1%	0%	17%
Cc1cc(OCCOCCN(C)C)ccc1Cl	5%	i	0%	0	i	nt	19%	2%	-6%
CSc1cccc(CN2CCCC(CNC(=O)c3ccco3)C2)c1 (stereo unspecified)	-4%	i	-4%	-20	i	6%	-11%	-1%	15%
Cc1cccnc1NC(=O)c1cc2ccccc2oc1=O	-3%	-37%[inhibitor]	1%	-2	i	15%	-14%	14%	-12%
COc1ccccc1CNC(=O)CN(c1cccc([N+](=O)[O-])c1)S(C)(=O)=O	1%	i	0%	-6	i	-33%	8%	-10%	5%
CN(C)CCNc1ncnc2oc(-c3ccccc3)c(-c3ccccc3)c12	-14%	?	9%	-61*	i	-24%	-7%	?	-15%
Cc1ccc(-n2nnc(-c3nccs3)n2)cc1	-16%	-9%	-8%	5	i	-17%	-20%	2.8µM*	21%
Clc1ccc(-c2nc3ccc(Br)cn3c2Cc2cccc(Cl)c2)cc1	2%	-3%	9%	5	i	39%	-25%	?	32µM*
CCOC(=O)C1(CCc2ccccc2)CCN(C(=O)CCn2cncn2)CC1	7%	-57%[inhibitor]	0%	19	i	13%	1%	-7%	13%
CCC(=O)N1CCc2cc(Br)cc(S(=O)(=O)NCc3ccc(Cl)cc3)c21	nt	-5%	0%	nt	nt	-17%	-4%	1%	22%
O=C(NC(=S)NCCC1=CCCCC1)c1cncc(Br)c1	-4%	i	26%	2	i	-8%	?	?	15%
CCOc1cccc(-c2nnc(SCC(=O)Nc3ccc(OC)c(OC)c3)n2N)c1	0%	-5%[57.5 µM]	1%	-21	i	16%	18%	0%	-11%
CCOc1cccc(C2c3[nH]c4ccccc4c3CCN2C(=O)CSc2ccccc2)c1 (stereo unspecified)	nt	i	nt	nt	nt	-7%	3%	?	-7%
COc1ccc(NC2CCCN(C(=O)COc3ccc(C)cc3)C2)cc1 (stereo unspecified)	5%	i	10%	5	i	nt	-15%	-27%	-10%
COc1ccccc1-n1c(=S)sc2c(=O)n(Cc3ccco3)c(SC)nc21	-3%	-53%[inhibitor]	0%	38	i	64%	-17%	-14%	-13%
CCOC(=O)c1ccc(NC(=S)N2CCCC(C(=O)N3CCCC3)C2)cc1 (stereo unspecified)	2%	i	-2%	20	i	nt	3%	13%	12%
Cn1nc(NC(=O)C(F)(F)F)c2ncc(-c3ccc(Cl)cc3)nc21	7%	-17%	10%	2	i	1%	0%	55%[activator]	12%
CN(C)c1ccc(N2CC(C)(C)C2=O)cc1	-1%	i	9%	-8	i	3%	-6%	-7%	-3%
O=C(CNc1ccccc1N1CCCC1=O)Nc1cc(C(F)(F)F)ccc1-n1cncn1	1%	-8%	-4%	17	i	8%	10%	5%	29%
CC(C)CCN(C(=O)c1csnn1)C(C(=O)NC1CCCC1)c1ccc(F)cc1 (stereo unspecified)	2%	i	2%	-1	i	30%	8%	?	-3%

Only PTHR1 ag and Abeta rescue (two entries from above):
SMILES | PTHR1 ag | Abeta rescue
O=C(NC(=S)NCCC1=CCCCC1)c1cncc(Br)c1 | i | ?
CCOc1cccc(-c2nnc(SCC(=O)Nc3ccc(OC)c(OC)c3)n2N)c1 | -5%[57.5 µM] | 18%

Fetched one by one from the entries so far:
SMILES	aSyn rescue	PTHR1 ag	GLP1R ag	D3 antag	pAkt inh	FUS yeast rescue	Abeta rescue	GLP1R inv ag	TDP43 rescue
Cn1nc(NC(=O)C(F)(F)F)c2ncc(-c3ccc(Cl)cc3)nc21	7%	-17%	10%	2	i	1%	0%	55%[activator]	12%
COc1ccc(NC2CCCN(C(=O)COc3ccc(C)cc3)C2)cc1 (stereo unspecified)	5%	i	10%	5	i	nt	-15%	-27%	-10%

Next results:
SMILES	aSyn rescue	PTHR1 ag	GLP1R ag	D3 antag	pAkt inh	FUS yeast rescue	Abeta rescue	GLP1R inv ag	TDP43 rescue
CC1(C(=O)NC2CCCCC2)CCC(=O)N1CCOc1ccccc1 (stereo unspecified)	2%	9%	-3%	3	i	-11%	-7%	8%	-2%
O=C(CN1CCN(S(=O)(=O)N2CCCCC2)CC1)Nc1ccc(Br)cc1	4%	-84%[inhibitor]	14%	2	i	10%	2%	?	23%
CN(C)c1ccc(/C=N/N(CCO)C2=NS(=O)(=O)c3ccccc32)cc1	-1%	15%	9%	?	i	-16%	2%	6%	4%
COC(=O)Nc1cc(C)n(-c2ccccc2)n1	-2%	-11%	-2%	-9	i	1%	-9%	9%	-11%
COc1cccc(CNC(=O)c2ccc(S(=O)(=O)N3CCOCC3)cc2)c1	-2%	i	-6%	-7	i	13%	9%	9%	-16%
O=C(NC1CCC1)C1CCC(=O)N(Cc2ccc(Cl)cc2)C1 (stereo unspecified)	4%	-17%	9%	23	i	-28%	4%	8%	12%
O=C(CSc1nnc(-c2c[nH]c3ccccc23)n1-c1ccc(F)cc1)NCc1ccco1	9%	i	-12%	16	i	nt	-4%	?	6%
Cc1ccc(CNC(=O)CCCC(=O)O)cc1	3%	-12%[57.5 µM]	-6%	-12	i	12%	6%	-5%	-25%
O=C(CNC(=O)c1cccs1)NC1=NCCS1	0%	i	-10%	-19	i	-2%	-6%	-24%	-22%
O=[N+]([O-])c1ccccc1S(=O)(=O)N1CCN(Cc2ccc3c(c2)OCO3)CC1	-2%	-16%	7%	-16	i	4%	6%	?	16%
O=C1S/C(=C\c2ccc(Cl)cc2)C(=O)N1CCn1cnnn1	-3%	-45%[inhibitor]	4%	-8	i	-15%	9%	?	-6%
CCOC(=O)N1CCN(/C=C(\C#N)c2nc3ccccc3s2)CC1	1%	i	5%	5	i	28%	-2%	6%	?
CCC(C)[C@H](NC(=O)NCc1ccco1)C(=O)OC (stereo partly specified)	-3%	i	-4%	8	i	-18%	3%	10%	3%
c1ccc(COc2ncnc3c2ncn3CCCN2CCN(c3ccccn3)CC2)cc1	0%	-16%	-3%	-10	i	-24%	1%	-29%	1%
COC(=O)c1sc(S(=O)(=O)N2CCC(C(N)=O)CC2)c(C(=O)OC)c1C	0%	-7%[57.5 µM]	-4%	-13	i	-2%	14%	26%	-3%
CCOc1ccc(S(=O)(=O)N(CC(=O)NCC(F)(F)F)Cc2ccco2)cc1	6%	i	-6%	2	i	1%	-3%	16%	12%
Cc1noc(C)c1CSCC(=O)Nc1nc2ccc(S(C)(=O)=O)cc2s1	2%	i	5%	-1	i	19%	0%	35%[activator]	-4%
O=C(NCc1cccnc1)C(=O)Nc1nc2ccccc2s1	5%	-17%	1%	6	i	10%	12%	1%	-6%
COc1ccc(C(N)=O)c(OCC(=O)Nc2cc(C)on2)c1	1%	i	-5%	19	i	-4%	2%	-15%	10%
COc1ccc(S(=O)(=O)c2cc3cc(C(C)(C)C)cc(O)c3oc2=O)cc1	nt	i	nt	nt	nt	40µM*	-40%	?	-17%
O=C(O)c1ccccc1-c1ccccc1C(=O)Nc1ccc2oc(=O)c3ccccc3c2c1	8%	i	0%	-3	i	-2%	4%	10%	19%
CC(=O)Nc1ccc(-c2nnc(SCc3ccccc3C#N)n2C)cc1	nt	-55%[inhibitor]	-10%	-30	nt	-16%	11%	5%	-3%
CC(=O)Nc1ccc(S(=O)(=O)NC2(C(F)(F)F)NC(=O)N(Cc3ccccc3)C2=O)cc1 (stereo unspecified)	3%	-31%[inhibitor]	1%	1	i	18%	6%	18%	2%
Cc1ccc2ncccc2c1	-5%	-22%	15%	-21	i	-46%	-13%	5%	21%
CC(=O)Nc1nc2cc([N+](=O)[O-])ccc2s1	-2%	-72%[inhibitor]	-5%	-21	i	14%	-35%	23%	-11%
CC(=O)Nc1ccc(S(=O)(=O)N[C@@H](C)C(=O)OCc2cc([N+](=O)[O-])cc3c2OCOC3)cc1	0%	?	?	-3	i	-32%	-4%	29%	2%
CSCc1ccc(C(=O)NC2CC(C)(C)Cc3c2cnn3-c2ccc(F)cc2)o1 (stereo unspecified)	8%	-18%	9%	2	i	?	-1%	?	-1%
Cc1onc(C(=O)Nc2sc3c(c2C#N)CCCC3)c1[N+](=O)[O-]	-1%	-31%[inhibitor]	-1%	0	i	27%	2%	7%	12%
COc1cc2c(cc1OC)C(COc1ccccc1OC)N(C(=O)C(C)C)CC2 (stereo unspecified)	nt	-7%	11%	10	i	21%	-11%	17%	nt
Cc1snc(SCC(=O)c2ccc([N+](=O)[O-])cc2)c1C#N	2%	-2%	0%	10	i	-4%	-5%	-4%	22µM*
Cc1cccc(CN2CCN(C3CN(Cc4cn(Cc5cc(C)cc(C)c5)nn4)S(=O)(=O)C3)CC2)c1 (stereo unspecified)	1%	-25%	0%	1	i	10%	-2%	-3%	12%
Cc1ccc(/C=N/Nc2nncc(-c3ccccc3)n2)o1	0%	i	4%	8	i	-1%	-6%	21%	-7%
CCOc1ccc(Oc2c(/C=N/NC(=O)C3CC3)c(C)nn2-c2ccccc2)cc1	-1%	i	1%	0	i	1%	-16%	16%	-1%
CCCCn1c(N)c(N(CCOC)C(=O)CSc2nc3ccc(C)cc3[nH]2)c(=O)[nH]c1=O	2%	i	3%	13	i	4%	11%	2%	-11%
CCOc1cc2[nH]c(=O)n(CCCC(=O)NCc3ccco3)c(=O)c2cc1OCC	1%	-13%	-4%	0	i	-4%	-3%	11%	7%
COc1ccccc1N1CCN(C(=O)CCCn2nc(C)c([N+](=O)[O-])c2C)CC1	13%	-21%	16%	24	i	10%	7%	5%	2%
